# VLA-4 inh: inhibition in a human VLA-4 binding assay; P13612; VLA-4 expressing cells, ligand binding flow cytometry; inhibition, % (about 7 µM as worked out from the volumes in the protocol); 0.2% of 330,000 active; AID 2557; in the data active = inhibition above about 50%
# proCasp7 act: counter-screen for procaspase-3 activators: activators of human procaspase-7; P55210; recombinant procaspase-7, Ac-DEVD-pNA absorbance 405 nm; D23A/D198A/D206A triple mutant, cannot self-cleave; scale: DMSO 0, 5 µM enzyme 100; activation, % at 8.5 µM; 0.093% of 330,000 active;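 active = percent activation above the screen-wide mean plus 3 SD, cut at about 25% in these data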
#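 Test system: Procaspase-7 triple mutant (PC-7 D3A). Also added: Ac-DEVD-pNA substrate, 400 µM as added. Schedule: 1 h enzyme–compound preincubation and 2 h substrate reaction, both 25 °C. Signal: p-Nitroaniline absorbance at 405 nm, read at 0 and 120 min. Control set: low DMSO alone, high DMSO plus 5 µM PC-7.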
# GRK2 aptamer HTS: inhibitors of human GRK2 displacing RNA aptamer | inhibition of aptamer binding, % at 10 µM | bead flow cytometry, FAM-aptamer displacement from GRK2 | AID 488847 | P25098 | 0.59% of 330,000 active;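 active = inhibition of aptamer binding above 40%, roughly 3 SD of noise, on plates passing a quality check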;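 also: median bead fluorescence of bound FAM aptamer so fluorescent compounds give negative values; no value below 0 was filed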
# Target sequence (P25098 whole entry, looked up): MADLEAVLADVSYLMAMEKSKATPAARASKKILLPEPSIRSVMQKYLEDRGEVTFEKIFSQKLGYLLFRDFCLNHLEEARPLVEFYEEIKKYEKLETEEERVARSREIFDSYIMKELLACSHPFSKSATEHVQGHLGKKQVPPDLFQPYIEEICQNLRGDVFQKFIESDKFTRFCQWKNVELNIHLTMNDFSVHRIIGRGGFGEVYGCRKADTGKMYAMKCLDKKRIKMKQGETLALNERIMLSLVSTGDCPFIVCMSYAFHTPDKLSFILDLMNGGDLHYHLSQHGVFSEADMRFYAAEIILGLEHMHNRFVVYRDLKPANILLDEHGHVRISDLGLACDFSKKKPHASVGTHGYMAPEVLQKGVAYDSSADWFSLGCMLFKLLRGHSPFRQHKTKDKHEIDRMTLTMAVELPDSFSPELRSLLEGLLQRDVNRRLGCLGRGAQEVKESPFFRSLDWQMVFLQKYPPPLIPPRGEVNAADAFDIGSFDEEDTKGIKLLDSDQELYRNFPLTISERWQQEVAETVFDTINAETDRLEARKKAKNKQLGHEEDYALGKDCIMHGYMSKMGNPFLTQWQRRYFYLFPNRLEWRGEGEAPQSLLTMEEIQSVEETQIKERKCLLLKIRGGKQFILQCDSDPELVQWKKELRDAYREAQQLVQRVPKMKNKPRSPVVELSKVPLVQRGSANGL
# JMJD2C inh: blocks human GASC-1 demethylase activity; GST-JMJD2C(1-420) H3K9me3 demethylation, DELFIA europium; inhibition, % at 2.35 µM; 0.069% of 330,000 active;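 active = more than half of a compound's replicate wells show inhibition beyond 50%, single wells judged on their own value; inconclusive = some, but no more than half, of replicates pass 50% inhibition; inactive = no replicate passes 50% inhibition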;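 also: signal counts dimethyl H3K9 product captured on neutravidin plate; 0% = median of DMSO wells and 100% = 0.3 times that DMSO median; strong numbers were not always called active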
# PP1 counter: counter-screen for PP5 inhibitors: inhibitors of human PP1-alpha; 0.9% of 320,000 active; purified PP1alpha, OMFP fluorescence; inhibition, % at 6.7 µM; P62136;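 active = inhibition above the mean inhibition of all tested compounds plus 3 SD, computed separately for each screening campaign, cut at about 15% in these data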
# Target sequence (P62136 whole entry, looked up): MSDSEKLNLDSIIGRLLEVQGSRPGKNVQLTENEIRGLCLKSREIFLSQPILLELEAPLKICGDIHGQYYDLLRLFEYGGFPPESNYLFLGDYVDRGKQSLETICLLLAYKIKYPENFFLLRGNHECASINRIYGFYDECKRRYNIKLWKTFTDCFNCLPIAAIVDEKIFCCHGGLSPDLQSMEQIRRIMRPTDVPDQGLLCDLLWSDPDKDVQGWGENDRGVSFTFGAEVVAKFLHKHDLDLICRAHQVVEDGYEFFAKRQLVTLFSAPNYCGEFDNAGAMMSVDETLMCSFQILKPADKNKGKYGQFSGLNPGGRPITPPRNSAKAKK
# proCasp3 act: activates human procaspase-3; recombinant procaspase-3 D3A, Ac-DEVD-pNA absorbance 405 nm; P42574; AID 463141; 0.11% of 330,000 active; activation, % at 8.5 µM;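 active = activation above the mean of all tested compounds plus 3 SD, cut at about 21% in these data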;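 also: 0% = DMSO alone and 100% = DMSO wells spiked with extra 5 µM PC-3 D3A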
#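 Assay system: Procaspase-3 D3A mutant, all three cleavage aspartates alanine. Buffer or medium: Zinc-free HEPES saline buffer with Triton X-100. Times: 1 h compound preincubation, 2 h substrate hydrolysis at 25 °C. Measured by: 405 nm absorbance of p-nitroaniline, reads at 0 and 120 min. Read-out basis: percent activation relative to control range. Replicates: singlicate.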
# core dimer inh: blocks dimerization of HCV core protein; 0.33% of 300,000 active; TR-FRET GST/Flag-core106 dimerization, 1536-well; inhibition, % at 5 µM; AID 1899;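 active = inhibition above the mean of all tested compounds plus 3 SD, set per screening campaign, cut at about 45% in these data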
#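 Test system: GST/Flag-tagged HCV core106 proteins; Medium: KF-containing HEPES buffer, pH 7.45, DTT, CHAPS, BSA; Times: compound-protein-antibody incubation 4 h at 22.5 °C; Detection: TR-FRET 671 and 617 nm emission; Benchmarks: wells lacking GST-core106 and wells with excess unlabelled core106.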
# PP5 inh: inhibitors of human protein phosphatase 5 (PP5) | inhibition, % at 6.7 µM | P53041 | purified PP5c, OMFP substrate fluorescence | 0.18% of 320,000 active | AID 1987;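 active = inhibition above the campaign's mean inhibition across all tested compounds plus 3 SD, cut at about 9.5% in these data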;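 also: 0% = DMSO only and 100% = 100 µM cantharidin control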
# CTSL1 counter: cathepsin L1 inhibition, PFM18AAP counter-screen. AID 1906. recombinant F. hepatica cathepsin L1, Z-Leu-Arg-MCA fluorescence. 0.49% of 300,000 active. inhibition, % at 5.96 µM;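 active = inhibition above the mean of all tested compounds plus 3 SD, set per screening campaign, cut at about 17% in these data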;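 also: 0% = plate median of test compound wells and 100% = 1 µM Z-Phe-Ala-diazomethylketone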
# Active calls of the source: *; u = inconclusive; x = not tested or not shown; & = joins results of further samples.
# Sample of the layout (2 entries):
SMILES,VLA-4 inh,proCasp7 act,GRK2 aptamer HTS,JMJD2C inh,PP1 counter,proCasp3 act,core dimer inh,PP5 inh,CTSL1 counter
Cc1cc(C)c(NC(=O)COC(=O)/C=C/c2cccs2)c(C)c1,9,-4,0,9,0,2,2,0.4,-3
CC1CCN(CCCNC(=O)c2ccc3c(=O)n(CCc4ccccc4)c(=O)[nH]c3c2)CC1,4,1,0,-12,-2,12,-7,-1.1,2

# The listing, repeating the preview:
SMILES,VLA-4 inh,proCasp7 act,GRK2 aptamer HTS,JMJD2C inh,PP1 counter,proCasp3 act,core dimer inh,PP5 inh,CTSL1 counter
Cc1cc(C)c(NC(=O)COC(=O)/C=C/c2cccs2)c(C)c1,9,-4,0,9,0,2,2,0.4,-3
CC1CCN(CCCNC(=O)c2ccc3c(=O)n(CCc4ccccc4)c(=O)[nH]c3c2)CC1,4,1,0,-12,-2,12,-7,-1.1,2
O=C(CSC(=S)N1CCCCC1)Nc1nc(-c2ccccc2)c(-c2ccccc2)o1,-5,4,3,4,4,-5,12,5.0,3
COc1ccc(CCN(C(=O)Cn2nnc3ccccc32)C(C(=O)NCC2CCCO2)c2ccncc2)cc1OC (configuration not stated),3,11,1,-3,2,0,-4,-1.4,-2
O=C(CCc1ccccc1)OCCN1CCOCC1,7,3,0,-2,0,-1,-4,0.4,-4
COc1cccc2cc(C(=O)CS(=O)(=O)c3ccc(Cl)cc3)c(=O)oc12,-4,2,6,7,3,8,-1,2.4,-3
CCn1cc(SCC(=O)NC2CCCC2)c2ccccc21,7,-1,0,-8,-2,4,-5,5.0,-5
CC(C)COC(=O)n1c(=O)oc2cc(S(=O)(=O)N3CCCCC3)ccc21,20,-5,2,0,-6,7,5,3.6,-2
Cn1cc(CNCc2ccccc2OCC(O)CN2CCc3ccccc3C2)cn1 (configuration not stated),15,2,0,-2,-1,1,-3,1.1,1
COc1ccc(NC(=O)Nc2cc(C)ccc2F)cc1,-6,14,0,-2,3,5,-2,5.9,0
CC(C)OP(=O)(OC(C)C)C(Nc1ccc([N+](=O)[O-])cc1)c1cccc([N+](=O)[O-])c1 (configuration not stated),7,-6,0,7,-3,-2,0,-2.5,2
Cc1csc(=O)n1CCC(=O)NCc1ccc(F)cc1,3,-2,1,-10,x,10,x,x,x
CN(C)c1nc(C#N)nc(N(C)C)n1,-5,14,0,-12,-2,4,4,0.5,26*
COc1ccc(CC(=O)NCCS(=O)(=O)N2CCN(c3ccc(F)cc3)CC2)cc1OC,23,0,3,0,-1,0,3,0.1,1
COc1ccc(OCCC(=O)OCC(=O)Nc2ccc(Br)cc2)cc1,0,4,0,9,-2,-6,5,-1.1,-17
COc1ccccc1NC(=S)N(CCCN1CCOCC1)Cc1cccs1,7,-11,1,158,1,5,-1,-1.0,-1
COc1cccc(CNC(=O)CCC2CCCN(C(=O)c3cc(C)[nH]n3)C2)c1 (configuration not stated),6,-4,0,2,-4,5,3,-3.1,3
O=C1C=C(O)CC(c2ccc(Cl)c(Cl)c2)C1 (configuration not stated),0,10,0,23,5,9,1,-0.6,-3
COc1ccc(N2CCN(c3nc(NCCc4ccc(OC)c(OC)c4)nc(OC)n3)CC2)cc1,26,8,1,-9&-2,-5,2,1,1.0,0
CCOC(=O)c1ccc(N/C=C/C(=O)c2ccccc2)cc1,0,-10,1,-2,3,0,2,1.6,10
Cc1cc(Cl)ccc1Oc1ncc(CN2CCN(c3ccccc3)CC2)s1,-11,4,0,-16,1,-1,1,0.4,0
CCCOc1ccc(C(C(=O)OCCN(CC)CC)c2ccccc2)cc1 (configuration not stated),6,-4,0,-9,2,-2,-7,0.1,0
O=C(NNC(=O)c1ccccc1Cl)c1cccs1,2,4,0,-5,0,0,0,0.6,3
CC(=O)Nc1ccc(C=C(C(C)=O)C(C)=O)cc1,21,9,3,4,-4,2,-1,-1.1,-3

# Filtered by structure, the entries above containing an aryl methoxy group.
SMILES,VLA-4 inh,proCasp7 act,GRK2 aptamer HTS,JMJD2C inh,PP1 counter,proCasp3 act,core dimer inh,PP5 inh,CTSL1 counter
COc1ccc(CCN(C(=O)Cn2nnc3ccccc32)C(C(=O)NCC2CCCO2)c2ccncc2)cc1OC (configuration not stated),3,11,1,-3,2,0,-4,-1.4,-2
COc1cccc2cc(C(=O)CS(=O)(=O)c3ccc(Cl)cc3)c(=O)oc12,-4,2,6,7,3,8,-1,2.4,-3
COc1ccc(NC(=O)Nc2cc(C)ccc2F)cc1,-6,14,0,-2,3,5,-2,5.9,0
COc1ccc(CC(=O)NCCS(=O)(=O)N2CCN(c3ccc(F)cc3)CC2)cc1OC,23,0,3,0,-1,0,3,0.1,1
COc1ccc(OCCC(=O)OCC(=O)Nc2ccc(Br)cc2)cc1,0,4,0,9,-2,-6,5,-1.1,-17
COc1ccccc1NC(=S)N(CCCN1CCOCC1)Cc1cccs1,7,-11,1,158,1,5,-1,-1.0,-1
COc1cccc(CNC(=O)CCC2CCCN(C(=O)c3cc(C)[nH]n3)C2)c1 (configuration not stated),6,-4,0,2,-4,5,3,-3.1,3
COc1ccc(N2CCN(c3nc(NCCc4ccc(OC)c(OC)c4)nc(OC)n3)CC2)cc1,26,8,1,-9&-2,-5,2,1,1.0,0

# (further entries)
SMILES,VLA-4 inh,proCasp7 act,GRK2 aptamer HTS,JMJD2C inh,PP1 counter,proCasp3 act,core dimer inh,PP5 inh,CTSL1 counter
Clc1ccc(Cl)c(Oc2ccc(Oc3nc(Cl)ccc3Cl)cc2)n1,-3,2,0,-5,1,-5,-3,-1.3,-1
COc1cc(CC(=O)Nc2ccc3c(c2)CCC3)cc(OC)c1OC,7,6,0,3,1,12,-12,3.0,-7
COc1cc(OC)cc(C(=O)NCC2CCCO2)c1 (configuration not stated),-4,-2,3,7,1,3,1,0.6,1
Cc1ccc(S(=O)(=O)N2CCCNCC2)cc1,-6,-3,2,-11,1,-7,-18,2.5,-3
CC1CCc2c(sc(N)c2C(=O)OC(C)C)C1 (configuration not stated),1,-8,0,1,-1,-3,-4,2.3,-1
CCN(CC)C1CCN(Cc2c(C(=O)N3CCCCCCC3)nc3ccc(Cl)cn23)C1 (configuration not stated),15,4,1,15,-4,7,17,0.1,2
COCCNC(=O)COCc1cc(-c2ccc3c(c2)OCO3)on1,13,6,1,0,-1,-4,-3,-3.0,2
CCC(=O)Oc1ccc2c(C)c(Cl)c(=O)oc2c1,12,6,3,-12,-3,-26,5,1.8,1
Cc1ccc(NC(=S)NCC2CCCO2)cc1C (configuration not stated),-12,0,0,10,4,-5,-6,0.3,2
CC(C)c1nnc(NC(=O)CCC(=O)N2CCN(c3ccccn3)CC2)s1,7,6,0,-20,-1,1,2,3.0,1
COc1ccc(CCNC(=O)CCCn2c(SCC#N)nc3ccccc3c2=O)cc1OC,11,6,7,8,3,0,1,0.0,-3
COc1ccc(CNC(=O)C(=O)NCC2OCCN2S(=O)(=O)c2ccc3c(c2)OCCO3)cc1 (configuration not stated),8,18,3,-4,-1,0,10,-3.9,3
Cc1ccc(NC(=O)COc2coc(CN3CCN(c4ccccc4)CC3)cc2=O)cc1,-6,0,0,3,-3,2,0,0.3,-1
COc1cccc(NC(=O)CN(C)C(=O)CC2Sc3ccccc3NC2=O)c1 (configuration not stated),7,-5,0,-9,-1,-4,x,-1.3,x
Fc1cc(F)c2nc(N3CCCCC3)sc2c1,3,13,2,117,1,-4,2,2.4,3
CN(Cc1ccccc1)C(=O)c1ccc2c(c1)OCCO2,0,7,2,-1,1,2,0,1.1,-4
O=C(NCc1cccnc1)c1cccn2c(=O)c3sccc3nc12,14,4,0,-6,-2,-1,7,2.4,-5
CCOc1ccc2nc(NC(=O)c3ccc(C)o3)sc2c1,-7,5,4,4,-2,-2,1,-1.2,1
CC1=NNC(=O)C1Cc1ccccc1C (configuration not stated),4,-2,1,u,1,-3,-7,-1.4,2
COc1cccc(NC(=O)CN(C)CC(=O)NCc2ccc(F)cc2)c1,0,12,1,1,x,2,x,x,x
CCc1ccc(N2CC(C(=O)OC)CC2=O)cc1 (configuration not stated),17,3,0,-35,-4,-1,0,-2.0,-2
CN1CCC(=NNC(=O)C(=O)Nc2ccccc2F)CC1,6,12,2,-4,-3,3,4,0.7,0
COc1cc(-c2nc(-c3ccccc3)c(-c3cc([N+](=O)[O-])ccc3C)[nH]2)cc(OC)c1OC,-16,-11,0,7,1,7,6,3.1,-1
COc1cc2ccccc2cc1C(=O)N(CCN(C)C)c1nc2c(F)cccc2s1,7,4,0,-4,5,13,-6,3.2,3
O=C(COC(=O)CCc1c[nH]c2ccccc12)NCc1ccc(Cl)cc1,-6,-2,0,-5,-1,-3,4,2.5,-25
Cc1nc(SCCOc2ccccc2)[nH]c(=O)c1Cc1ccccc1,0,-4,3,-4,-1,-2,2,3.2,-1
CCCC(C)NC(=O)COc1ccc(Sc2ccc(OCC(=O)NC(C)CCC)cc2)cc1 (configuration not stated),12,-4,0,4,3,8,9,4.2,5
O=C(Nc1ccccc1C(=O)N/N=C/c1ccc(F)cc1)c1ccccc1Br,10,4,0,2,-1,8,-2,5.4,4
O=C(c1ccco1)N1CCCC(Nc2ccc3c(c2)OCCO3)C1 (configuration not stated),15,-12,0,-59,-4,1,-4,4.8,-1
Cc1cc(C(=O)OCC(=O)N2CC(C)OC(C)C2)ccc1[N+](=O)[O-] (configuration not stated),0,6,1,3,-5,2,0,-3.4,-6
O=c1[nH]c2ccccc2c(O)c1-[n+]1ccccc1,-3,-32,0,-9,1,-11,-3,-0.4,-1
Cc1ccc2c(c1)C(O)(CC(=O)c1cccnc1)C(=O)N2 (configuration not stated),0,5,0,-4,0,1,-7,1.2,-1
CC(C)(C)C1CCC(C(=O)Nc2cccnc2)CC1 (configuration not stated),13,1,4,10,3,3,-11,1.6,3
CCOC(=O)/C(N=O)=C(\O)C1CCN(C(=O)OCC)CC1,2,14,3,2,0,-12,-4,1.4,-3
O=C(CN(Cc1ccco1)C(=O)c1cccc(F)c1)Nc1ccccc1C(F)(F)F,2,5,0,-4,3,2,x,0.3,x

# Compound activity: PubChem, several laboratories
